# DNMT1 block = human DNMT1 methyltransferase inhibitors, primary screen, biochemical, molecular beacon, fluorescence, HinP1I cleavage, uHTS. DNA (cytosine-5)-methyltransferase 1 (Homo sapiens), P26358. inhibition (reported as % activation of signal), % at 10 µM. 360,000 tested, 0.83% active; in the data active means inhibition above about 50%
# MsrA inh = bovine MsrA enzyme inhibitors, primary screen, biochemical, absorbance, HTS | Methionine sulfoxide reductase A (Bos taurus) | purified bovine MsrA, absorbance read-out | inhibition, % at 15.5 µM | 360,000 tested, 0.75% active; in the data active means inhibition above about 4.5%;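 further: 0% = vehicle wells with enzyme and 100% = reference inhibitor wells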
# Tb MetRS inh = T. brucei MetRS inhibitors, primary screen, biochemical, luminescence; purified T. brucei MetRS, ATP depletion, Kinase-Glo luminescence; inhibition, % at 11.9 µM; 360,000 tested, 0.4% active; methionyl-tRNA synthetase (Trypanosoma brucei brucei);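 active means inhibition above a per-plate cutoff of the control wells' mean inhibition plus 3 SD, cut at about 5.5% in these data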;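 further: 0% = DMSO wells median and 100% = median of wells with control inhibitor compound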
#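 Test system – parasite MetRS enzyme · Reagent – substrates ATP, L-methionine and bulk Escherichia coli tRNA · Doses – 11.9 µM compound single dose, 0.9% DMSO · Times – 15 min enzyme-compound preincubation, 2 h reaction, 10 min detection, 25 °C · Signal – Kinase-Glo luminescence, ATP depletion format · Controls – DMSO-only wells as low control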
# STEP block = STEP phosphatase inhibitors, primary screen, biochemical, fluorescence intensity, uHTS; Tyrosine-protein phosphatase non-receptor type 5 (Homo sapiens), P54829; inhibition, % at 20 µM; recombinant STEP, OMFP fluorogenic substrate; AID 588621, 2011; 360,000 tested, 0.25% active;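 active means inhibition at 20 µM, scaled per plate between control wells, above about 37%, limit read from the data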;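 further: 0% = DMSO with enzyme and substrate and 100% = substrate only without enzyme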
#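 Material: STEP (striatal-enriched tyrosine phosphatase) enzyme, cell-free | Medium: 50 mM Bis-Tris pH 6.0 with 2.5 mM DTT and 0.005% Tween 20 | Read-out: Percent inhibition scaled to no-enzyme and uninhibited-enzyme controls, plate-pattern corrected | Signal: Fluorescence read at 480 nm ex / 540 nm em | Times: 20 min reaction, room temperature, in the dark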
# eLon inh = inhibitors of E. coli Lon protease, primary screen, biochemical, fluorescence polarization; P0A9M0; purified E. coli Lon protease; inhibition, % at 7.94 µM; 360,000 tested, 0.42% active; AID 602123, 2011; in the data active means inhibition above about 13%, passing the limit was not always enough;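 further: 0% = enzyme with probe and DMSO and 100% = no enzyme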
# SUMO1-SIM PPI = modulators of SUMO1 protein-protein interactions, primary screen, biochemical, uHTS | Small ubiquitin-related modifier 1 (Homo sapiens), P63165 | SUMO1 binding to a labelled peptide, TR-FRET, 1 h | inhibition, % at 20 µM | 360,000 tested, 0.33% active | AID 602429, 2012; in the data active means inhibition above about 37%
# Target sequence (P63165 whole entry, looked up): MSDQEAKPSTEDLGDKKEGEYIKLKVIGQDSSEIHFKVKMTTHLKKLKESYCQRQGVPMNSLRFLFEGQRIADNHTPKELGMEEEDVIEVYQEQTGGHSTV
# LMPTP block = LMPTP phosphatase inhibitors, primary screen, biochemical, fluorescence intensity, uHTS. recombinant LMPTP-A, OMFP fluorogenic substrate. Low molecular weight phosphotyrosine protein phosphatase (Homo sapiens), P24666. 360,000 tested, 0.22% active. inhibition, % at 20 µM;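 active means compounds that cut the enzyme signal by at least half of the control window in the single-dose screen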;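 further: plate controls were DMSO wells with enzyme plus substrate for no effect and substrate without enzyme for full effect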
#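 Test system: LMPTP-A, protein tyrosine phosphatase of low molecular weight; Input: 0.625 nM enzyme; Incubation: 50 min dark incubation at room temperature; Signal: endpoint fluorescence intensity from OMFP dephosphorylation; Read-out basis: % inhibition versus control wells.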
# Scp1 inh = Scp-1 phosphatase inhibitors, primary screen, biochemical, colorimetric, uHTS | 340,000 tested, 0.88% active | AID 493091, 2011 | Carboxy-terminal domain RNA polymerase II polypeptide A small phosphatase 1 (Homo … | Recombinant Scp1, phosphopeptide, malachite green phosphate absorbance | inhibition, % at 20 µM;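 active means inhibition above about 50% at 20 µM, limit read from the data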;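 further: plate controls were DMSO wells with enzyme for no effect and wells lacking enzyme for full effect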
#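 Test system: SCP-1 phosphatase catalytic domain, residues 76-261; measured by: colorimetric phosphate reagent with accelerator and stabiliser, absorbance at 630 nm; timing: enzyme reaction 45 min at room temperature, colour 5 min, stabilisation 30 min; also added: Phosphorylated 17-residue peptide substrate; compound dosing: one concentration, 20 µM, with 1.0% DMSO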
# bovine MsrA act = bovine MsrA enzyme activators, primary screen, biochemical, absorbance, HTS; 360,000 tested, 0.3% active; AID 602163, 2012; Methionine sulfoxide reductase A (Bos taurus); purified bovine MsrA, absorbance read-out; activation, % at 10.6 µM; in the data active means activation above about 7.5%;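 further: 0% = vehicle and 100% = reference activator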
# NRP1-CendR mod = modulators of CendR peptide binding to NRP-1, primary screen, biochemical, fluorescence polarization, uHTS; Neuropilin-1 (Homo sapiens), O14786; FAM-RPARPAR peptide binding to NRP-1; inhibition, % at 25 µM; 360,000 tested, 0.85% active; AID 602438, 2012;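 active means inhibition or corrected inhibition above about 18%, plus a signal ratio from 0.5 to 1.5, limit read from the data, passing the limit was not always enough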; further: strong numbers were not always called active
# Target sequence (O14786 whole entry, looked up): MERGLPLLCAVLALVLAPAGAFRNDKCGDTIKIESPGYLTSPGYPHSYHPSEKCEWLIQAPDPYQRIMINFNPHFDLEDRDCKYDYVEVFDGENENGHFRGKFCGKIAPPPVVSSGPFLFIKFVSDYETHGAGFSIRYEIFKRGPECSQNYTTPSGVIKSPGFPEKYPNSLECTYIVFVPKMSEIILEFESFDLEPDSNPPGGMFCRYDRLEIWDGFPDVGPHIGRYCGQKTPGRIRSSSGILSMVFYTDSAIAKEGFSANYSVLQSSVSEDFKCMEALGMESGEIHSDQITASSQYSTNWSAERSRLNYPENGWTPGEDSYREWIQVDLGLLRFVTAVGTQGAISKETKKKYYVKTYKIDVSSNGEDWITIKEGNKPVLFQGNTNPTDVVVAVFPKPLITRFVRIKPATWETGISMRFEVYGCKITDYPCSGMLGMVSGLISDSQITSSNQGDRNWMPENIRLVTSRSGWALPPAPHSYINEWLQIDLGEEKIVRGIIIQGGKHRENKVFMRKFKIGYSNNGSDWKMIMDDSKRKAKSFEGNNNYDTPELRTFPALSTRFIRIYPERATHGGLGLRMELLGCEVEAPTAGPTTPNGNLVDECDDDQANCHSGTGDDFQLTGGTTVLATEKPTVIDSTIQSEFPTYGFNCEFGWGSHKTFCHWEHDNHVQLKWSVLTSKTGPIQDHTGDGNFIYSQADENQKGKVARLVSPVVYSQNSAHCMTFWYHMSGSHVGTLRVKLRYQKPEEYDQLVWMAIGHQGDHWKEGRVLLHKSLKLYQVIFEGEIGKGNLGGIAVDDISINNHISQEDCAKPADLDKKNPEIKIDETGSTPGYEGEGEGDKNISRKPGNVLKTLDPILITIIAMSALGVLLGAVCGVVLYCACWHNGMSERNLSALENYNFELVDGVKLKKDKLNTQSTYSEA
# Starred values were filed as active, the others as inactive; . = no result given.
LMPTP block	MsrA inh	bovine MsrA act	eLon inh	STEP block	SUMO1-SIM PPI	Tb MetRS inh	DNMT1 block	Scp1 inh	NRP1-CendR mod	smiles
1.2	0.6	0	-5	-1	0	-0.2	1	-5	0	CCOc1ccc(NC(=O)[C@@H](NC(=O)c2ccccc2Br)C(C)C)cc1
2.0	1.3	1	-4	6	-23	4.7	-16	-6	6	COc1ccc(NC(=S)Nc2ccc(N)c([N+](=O)[O-])c2)cc1
0.9	-0.2	-1	-15	0	8	-0.2	-6	-6	14	CC(=O)C[C@H]1c2cc(C(F)(F)F)ccc2S(=O)(=O)N1c1ccc(N(C)C)cc1
1.2	0.1	-2	-7	-2	-4	0.0	2	-3	6	O=C(Nc1nc2ccccc2[nH]1)c1ccc(Cl)cc1
0.0	0.4	-8	1	-1	1	-0.8	2	1	1	CCN(CC)S(=O)(=O)c1ccc(NC(=O)COC(=O)c2c[nH]c(=O)[nH]c2=O)cc1
0.1	-0.2	-1	-6	-2	1	-0.8	8	-7	6	COc1ccccc1C1CCN(C(=O)c2ccco2)CC1
1.0	-0.2	-8	10	2	-1	-0.8	-5	-2	-3	COc1ccc(C(=O)NC(=S)Nc2ccc(CN3CCOCC3)cc2)cc1Cl
0.6	1.2	-3	12	0	-12	-0.8	3	1	6	O=C1N=C(N2CCCCC2)S/C1=C\c1ccc(Cl)cc1
1.4	-0.3	-3	-3	-3	12	13*	-3	-7	-1	O=C(C(=O)N1CCN(c2ccccc2Cl)CC1)c1c[nH]c2ccccc12
0.0	2.6	-10	1	1	-20	0.0	1	-7	-6	CC(=C/c1ccccc1)/C=N/NC(=O)c1cnccn1
-0.3	-1.0	-1	-3	-4	-3	-0.1	-2	-5	2	CCCCn1c(N)c(N(CC(C)C)C(=O)C2CC(=O)N(c3ccccc3C(C)CC)C2)c(=O)[nH]c1=O (centres undefined)
-0.4	0.1	-2	-52	1	1	0.5	0	-4	-8	Cc1cccc(NC(=O)Cn2cc(C=O)c3ccccc32)c1
-1.0	-0.3	-5	-2	2	-2	-0.2	-3	-3	-2	CN(C)S(=O)(=O)c1cc(NC(=O)CN2CCN(c3ccccc3F)CC2)ccc1Cl
1.3	0.9	-3	-7	0	3	-0.1	-5	-9	2	CSc1ccccc1OCc1cc(C(=O)NCCc2nc(C)cc(C)n2)no1
-1.7	-1.2	-2	9	-3	-1	0.5	1	-7	2	CC(NCCC1(Cc2ccccc2Cl)CCOC(C)(C)C1)c1cccs1 (centres undefined)
-0.6	-1.9	-3	-12	-2	-2	-0.4	13	3	10	CC(C)C[C@H]1CN=C(Nc2ccccc2)N1CC1CCCCCC1
-1.6	1.0	-6	-17	2	-3	-0.6	-3	-6	14	CCOc1ccc(C2C(C(=O)c3ccco3)=C(O)C(=O)N2CCN2CCOCC2)cc1 (centres undefined)
-1.9	-0.4	0	4	2	3	-0.2	3	-8	1	Cc1ccc(CNC(=O)C2CC3Cn4c(nc5cc(C)c(C)cc54)C3N2C)o1 (centres undefined)
-1.1	0.4	0	4	1	-3	-0.5	1	0	10	CCN(Cc1ccccc1)C(=O)COC(=O)c1n[nH]c2ccccc12
-3.7	-1.9	2	0	-2	-4	0.1	2	2	17	CCn1c(CNC(=O)Cc2ccc(OC)cc2)nnc1SCC(=O)c1ccccc1
2.9	0.1	0	15	-1	-5	0.3	-10	-10	-6	COc1ccc(C2N(S(=O)(=O)c3ccccc3)CCN2S(=O)(=O)c2ccc(C)cc2)cc1 (centres undefined)
-1.2	0.2	-2	-9	1	7	0.0	-3	-10	16	CCOc1ccc(NC(=O)CN(C)C(=O)C2CC(=O)N(c3cccc(SC)c3)C2)cc1OCC (centres undefined)
0.5	0.4	2	-1	-2	2	-0.3	-1	-7	11	CCN(CC(=O)O)S(=O)(=O)c1cc(Cl)ccc1Cl
-0.1	6.9*	-5	-7	0	-13	-1.6	2	-3	-5	COc1cc(/C=N/Nc2ccnc(=O)[nH]2)ccc1O
-3.6	1.4	-6	-284	-129	15	0.0	30	19	132	O=C(O)c1cc(Cl)ccc1-c1ccc(/C=C/c2cc(C(F)(F)F)[nH]c(=O)n2)o1
-1.6	0.5	0	-9	0	-1	-0.3	1	-2	9	Cc1ccc(N(C(C)C(=O)N2CCCC2)S(C)(=O)=O)cc1 (centres undefined)
0.2	0.6	-7	2	0	2	-0.1	6	2	-3	COc1ccc(CCCC(=O)N/N=C/c2ccccc2OC)cc1
0.0	-0.9	-1	13	-2	-4	0.2	4	5	7	O=C(COc1ncnc2c(Cl)cc(Cl)cc12)NC1CCCCCC1
-1.2	-0.2	-3	-12	0	-8	4.6	-2	6	-4	Clc1cccc(CN2CCc3c([nH]c4ccccc34)C2)c1
0.0	1.6	-9	-7	2	10	-0.6	-1	-6	2	O=C(CSC1=NS(=O)(=O)c2cc(F)ccc2N1)Nc1ccccc1
1.8	-1.6	-1	-7	-3	-3	0.0	2	3	6	O=C(CN1C(=O)COc2ccc(S(=O)(=O)N3CCCCC3)cc21)NCc1ccc(F)cc1
-3.0	1.1	-4	-11	-4	-8	-0.7	-2	-9	5	COc1ccc(NC2CC(=O)NC2=O)cc1 (centres undefined)
-0.1	0.3	-3	-6	-3	4	0.1	-2	-10	-11	O=c1cc(NCCc2ccccc2)c2ccccc2o1
-0.4	0.0	-2	-10	-1	5	0.8	-1	2	-7	CCCOc1ccc(CNC(=O)Cn2ncc3ccccc32)cc1
-0.9	-0.7	-7	-9	3	0	1.0	0	1	9	C=CCn1c(SCc2ccc(C#N)cc2)nnc1-c1cccc(OC)c1
-0.3	0.2	0	-21	-1	-2	0.0	4	3	5	CCCCC(NC(=O)c1ccc(Cl)cc1)C(=O)O (centres undefined)
1.5	-0.2	-4	7	-2	-5	-0.2	-1	-3	10	CCOP(=O)(OCC)c1nc(-c2cccc3ccccc23)oc1N1CCCCC1
1.6	0.7	-4	7	2	-36	-0.4	1	-7	-2	COc1cccc(NC(=O)CN(C)C(=O)c2ccc(NC3CC3)c([N+](=O)[O-])c2)c1
3.2	-0.8	3	-6	0	5	-0.3	5	-18	9	Cc1ccc(C)c(OCCC(=O)OCC(=O)Nc2cc(S(=O)(=O)N3CCCCC3)ccc2C)c1
-1.6	-0.9	-5	1	-4	-1	-0.8	1	-5	19	O=C(COC(=O)c1ccccc1C(=O)N1CCN(c2ccc(F)cc2)CC1)NCc1ccccc1
0.1	0.8	-1	-15	-1	-5	0.5	-2	-2	-18	C=CCNc1oc(-c2ccco2)nc1S(=O)(=O)c1ccccc1
0.1	-0.1	0	-12	0	-1	0.0	3	-4	32*	CCCCN1CC[C@H]2C=CC[C@@H](C(=O)Nc3ccccc3)[C@H]2C1=O
0.0	0.2	1	7	-2	-19	-0.3	11	-8	-12	Cc1ccc(C2c3c(oc4ccccc4c3=O)C(=O)N2c2nnc(C(C)C)s2)o1 (centres undefined)
-0.3	-0.1	-1	2	1	-1	-0.5	4	.	-1	O=C(N1CCOCC1)C12OC3CC(CC(C3)O1)O2
-0.8	0.6	-6	-5	-1	2	-0.1	-2	-4	-3	CCC(Sc1nc(C)cc(C)n1)C(=O)Nc1ccc(S(N)(=O)=O)cc1 (centres undefined)

# Three entries from above, sorted by the value under NRP1-CendR mod, largest number first:
Structure	NRP1-CendR mod
Cc1ccc(N(C(C)C(=O)N2CCCC2)S(C)(=O)=O)cc1 (centres undefined)	9
CCN(CC)S(=O)(=O)c1ccc(NC(=O)COC(=O)c2c[nH]c(=O)[nH]c2=O)cc1	1
CN(C)S(=O)(=O)c1cc(NC(=O)CN2CCN(c3ccccc3F)CC2)ccc1Cl	-2

# The list continues:
LMPTP block	MsrA inh	bovine MsrA act	eLon inh	STEP block	SUMO1-SIM PPI	Tb MetRS inh	DNMT1 block	Scp1 inh	NRP1-CendR mod	smiles
-1.9	-0.9	-1	-1	2	1	-0.6	0	-8	-7	CCOC(=O)C1CCN(Cc2ccc(-c3ccccc3)cc2)CC1
-0.7	-0.8	-3	4	-3	-4	-0.3	-2	-2	2	Cc1cc(C(F)(F)F)nn1CC(=O)N1CCCC1
-0.5	0.6	-13	2	2	6	-0.5	1	15	6	CCOc1cc(C(=O)N(CC)CC(=O)Nc2ccc3c(c2)OCCO3)ccc1OC
1.2	-1.2	-2	9	-2	11	-0.6	-10	-3	-9	CCOC(=O)N1CCC(Nc2nc3ccccc3nc2NS(=O)(=O)c2ccc(Cl)cc2)CC1
-3.5	-1.5	-6	-12	0	-3	-0.6	2	-3	0	O=C(CN1CCCCC1)N/N=C/c1ccc(Cl)cc1
32	0.9	-11	-3	97*	-5	-1.1	11	105*	9	O=C(NNC(=O)c1cc2cc3ccccc3nc2s1)c1ccc(F)cc1
-0.4	-1.0	1	5	-2	2	-0.6	5	-2	-1	O=C(Nn1c(Cc2cccs2)nc2ccccc2c1=O)c1cccs1
0.2	0.2	-3	-8	-1	-14	-0.1	0	-3	5	Cc1ccc(C(=O)NNC(=O)c2cccc3ccccc23)cc1
15	-0.9	-13	-4	-2	-4	-1.4	1	0	20	CCCn1c(Nc2ccc(Cl)cc2)nc2ccccc21
-1.9	-0.4	0	-9	-3	-2	-0.6	6	-10	-1	CNC(=O)CN(C)S(=O)(=O)c1ccc(F)cc1
0.5	-1.2	3	3	-1	-1	-0.3	-6	-8	2	COc1ccc(N2CC(C)Cn3c2nc2c3c(=O)n(Cc3ccccc3F)c(=O)n2C)c(OC)c1 (centres undefined)
0.4	0.1	-4	-5	1	-1	-0.6	-3	-9	2	Cc1ccc(CC(=O)Nc2ccc(C(=O)N3CCCCC3)cc2)cc1
-0.6	-0.1	-1	14	-3	-1	-0.5	-1	-8	9	Cc1noc(NS(=O)(=O)c2ccc(NC(=O)CS(=O)(=O)c3ccccc3)cc2)c1C

# Bioassay records: PubChem BioAssay, several laboratories
